# Assay outcomes (PubChem BioAssay)
# PRC2 inh = inhibitors of human EZH2/PRC2 methyltransferase; Q15910; PRC2 H3K27 methylation, DELFIA TRF, 1 h; inhibition, % at 12.5 µM; 0.35% of 57,000 active;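 active means mean inhibition of replicates at least 50% and every single replicate also reaching 50%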;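 further: dimethyl H3K27 on biotinylated H3 21-44 peptide detected by antibody; plate controls were median neutral control wells for no effect and median positive control wells for full effect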
# IDH1 mut inh = inhibitors of human IDH1 R132H. IDH1 R132H reductase, diaphorase/resazurin fluorescence, 60 min. O75874. 0.18% of 70,000 active. inhibition, % at 10 µM. AID 624101; in the data active means inhibition above about 34%;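 further: 0% = DMSO and 100% = no enzyme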
# Target sequence (O75874 whole entry R132H): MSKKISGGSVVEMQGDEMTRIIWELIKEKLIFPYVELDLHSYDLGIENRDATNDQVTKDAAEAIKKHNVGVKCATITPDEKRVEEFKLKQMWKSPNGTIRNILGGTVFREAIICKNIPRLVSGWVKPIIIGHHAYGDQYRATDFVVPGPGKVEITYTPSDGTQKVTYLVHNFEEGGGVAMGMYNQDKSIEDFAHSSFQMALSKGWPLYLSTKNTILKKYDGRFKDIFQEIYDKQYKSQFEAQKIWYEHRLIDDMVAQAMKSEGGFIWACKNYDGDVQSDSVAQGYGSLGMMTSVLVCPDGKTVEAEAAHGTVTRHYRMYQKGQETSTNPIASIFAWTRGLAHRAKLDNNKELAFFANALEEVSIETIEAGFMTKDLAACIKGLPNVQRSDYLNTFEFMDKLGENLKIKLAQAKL
# Active calls of the source: *; / = no result given.
canonical_smiles | PRC2 inh | IDH1 mut inh
C[C@@H]1CN([C@@H](C)CO)C(=O)Cc2cc(NS(=O)(=O)c3cccs3)ccc2O[C@H]1CN(C)S(C)(=O)=O | / | -0.2
C[C@H]1CN([C@@H](C)CO)C(=O)CCCn2cc(nn2)CO[C@@H]1CN(C)C(=O)Nc1cccc2ccccc12 | -12 | -1.6
Cc1ccccc1-c1cnc2c(c1)C(=O)N([C@@H](C)CO)C[C@@H](C)[C@@H](CN(C)C(=O)CN(C)C)O2 | 15 | 0.1
O=C(c1ccccc1)N1CC(=O)N(OCc2ccccc2)C1c1cccs1 (stereo not drawn) | -5 | 2.7
C[C@@H]1CN([C@H](C)CO)C(=O)Cc2cc(NC(=O)Nc3ccccc3)ccc2O[C@H]1CN(C)C(=O)Nc1ccc(C(F)(F)F)cc1 | / | 1.4
CNC[C@H]1OCCCC[C@H](C)Oc2ccc(N(C)C)cc2C(=O)N([C@@H](C)CO)C[C@@H]1C | -4 | 1.1
C[C@@H]1CCCCO[C@H](CN(C)S(=O)(=O)c2cn(C)cn2)[C@H](C)CN([C@H](C)CO)C(=O)c2cc(NS(=O)(=O)c3ccc(Cl)cc3)ccc2O1 | / | -3.5
COc1ccc(S(=O)(=O)N(C)CC(=O)Nc2cc(Cl)cc(Cl)c2)cc1 | 11 | 0.2
CN(C)C(=O)C[C@H]1C[C@@H]2c3cc(NC(=O)C4CCC4)ccc3O[C@@H]2[C@@H](CO)O1 | 6 | 2.0
CO[C@H]1CN(C)C(=O)c2cc(NS(=O)(=O)c3ccc(-c4ccccc4)cc3)ccc2OC[C@H](C)NC[C@@H]1C | -4 | -0.1
O=C(C[C@@H]1C[C@@H]2c3cc(NS(=O)(=O)c4ccc(F)cc4)ccc3O[C@@H]2[C@H](CO)O1)NCC1CC1 | -6 | 0.3
O=C(CN1CCOCC1)N[C@H]1CC[C@@H](CCNC(=O)C2CCCC2)O[C@H]1CO | -19 | 0.2
O=C(C[C@@H]1CC[C@H](NS(=O)(=O)c2ccc(F)cc2)[C@H](CO)O1)NC1CCCCC1 | 2 | 0.3
COc1cccc(NC(=O)Nc2ccc3c(c2)OC[C@H](C)NC[C@@H](C)[C@@H](OC)CN(C)C3=O)c1 | -12 | -1.0
CO[C@@H]1CN(C)C(=O)c2cc(NC(=O)Cc3ccccc3)ccc2OC[C@@H](C)N(C(=O)c2ccccc2F)C[C@@H]1C | -4 | -0.2
Cc1ccc(S(=O)(=O)N[C@H]2C=C[C@H](CC(=O)NCCc3ccncc3)O[C@H]2CO)cc1 | -1 | -0.1
C[C@H]1CN([C@@H](C)CO)C(=O)c2cccc(NC(=O)c3ccncc3)c2O[C@H]1CN(C)S(=O)(=O)c1ccc(Cl)cc1 | 7 | /
O=C(CSc1nnc(-c2cccc([N+](=O)[O-])c2)o1)c1ccc2c(c1)OCCO2 | 15 | 0.1
CCCNC(=O)Nc1ccc2c(c1)OC[C@H](C)N(Cc1ccc(-c3ccccn3)cc1)C[C@H](C)[C@H](OC)CN(C)C2=O | -5 | 0.2
COc1ccc(NC(=O)Nc2ccc3c(c2)C(=O)N([C@@H](C)CO)C[C@H](C)[C@@H](CN(C)C(=O)NC2CCCCC2)O3)cc1 | 6 | /
C[C@@H]1CN([C@H](C)CO)C(=O)Cc2cc(NC(=O)C3CCCCC3)ccc2O[C@H]1CN(C)S(=O)(=O)c1ccccc1 | / | 2.8
C[C@@H]1CCCCO[C@@H](CN(C)C(=O)C2CCCCC2)[C@H](C)CN([C@@H](C)CO)C(=O)c2cc(NS(=O)(=O)c3cn(C)cn3)ccc2O1 | / | 3.4
C=C(C)C(=O)O[C@H]1C[C@@]2(C)OC(=CC2=O)/C(COC(C)=O)=C\[C@H]2OC(=O)C(=C)C12 (stereo partly drawn) | / | 2.6
Cc1noc(C)c1NC(=O)Nc1cccc2c1O[C@H](CN(C)Cc1ccc(-c3ccccc3)cc1)[C@H](C)CN([C@@H](C)CO)C2=O | -3 | /
C[C@@H]1CN([C@H](C)CO)C(=O)c2cc(NC(=O)CCCN(C)C)ccc2O[C@@H]1CN(C)CC1CCCCC1 | / | 3.1
C[C@H](CO)N1C[C@H](C)[C@H](CN(C)S(=O)(=O)c2ccc(Cl)cc2)OCc2cn(nn2)CCCC1=O | 0 | -0.6
C[C@@H]1CN([C@@H](C)CO)S(=O)(=O)c2ccc(C#CCC3CCCC3)cc2O[C@H]1CN(C)Cc1cccc(C(=O)O)c1 | 62* | 3.5
CC(=O)c1c(C)n(-c2ccc(C)cc2)c2ccc(OC(=O)CN3C(=O)c4ccccc4C3=O)cc12 | 0 | 0.8
CS(=O)(=O)N(CC(=O)Nc1c(F)cccc1F)c1ccc(I)cc1 | -17 | 0.0
C[C@H](CO)N1C[C@H](C)[C@@H](CN(C)C(=O)C2CCCCC2)Oc2ncc(C#CC(C)(C)O)cc2C1=O | 24 | -0.3
COc1cccc(S(=O)(=O)N[C@H]2CC[C@@H](CCn3cc(-c4ccccn4)nn3)O[C@H]2CO)c1 | -2 | -0.1
C[C@@H]1CN([C@@H](C)CO)C(=O)c2cc(C#CC3CCCCC3)cnc2O[C@@H]1CN(C)S(=O)(=O)c1ccccc1 | -5 | -1.5
CN(C)CC(=O)Nc1ccc2c(c1)[C@H]1C[C@@H](CC(=O)NCc3ccccn3)O[C@H](CO)[C@H]1O2 | 1 | -0.9
COc1ccc(-c2ccc([C@H]3[C@@H](CO)N(C(=O)C4CC4)[C@H]3C#N)cc2)cc1 | / | -0.9
C[C@@H]1CN([C@@H](C)CO)C(=O)c2cc(-c3ccncc3)cnc2O[C@H]1CN(C)C(=O)Nc1ccc2c(c1)OCO2 | / | -3.4
C/C(=C\CCC1(C)C2CC3C(C2)C31C)C(=O)O (stereo not drawn) | / | -0.1

# Some of the entries so far, with values under each structure:
# Results follow in this order: PRC2 inh	IDH1 mut inh
> C[C@@H]1CN([C@H](C)CO)C(=O)c2cc(NC(=O)CCCN(C)C)ccc2O[C@@H]1CN(C)CC1CCCCC1
 : /	3.1
> C[C@H](CO)N1C[C@H](C)[C@H](CN(C)S(=O)(=O)c2ccc(Cl)cc2)OCc2cn(nn2)CCCC1=O
 : 0	-0.6

# The listing continues.
canonical_smiles | PRC2 inh | IDH1 mut inh
CC(C)NC(=O)Nc1ccc2c(c1)CC(=O)N([C@H](C)CO)C[C@H](C)[C@@H](CN(C)Cc1ccc(C(F)(F)F)cc1)O2 | / | 0.4
COc1ccc(NC(=O)Nc2ccc3c(c2)C(=O)N([C@H](C)CO)C[C@@H](C)[C@H](CN(C)Cc2ccc(-c4ccccc4)cc2)O3)cc1 | / | -0.3
CCCNC(=O)N(C)C[C@H]1Oc2cc(-c3cncnc3)ccc2S(=O)(=O)N([C@@H](C)CO)C[C@H]1C | 3 | 0.4
Cc1noc(C)c1NC(=O)N(C)C[C@H]1OCCCC[C@H](C)Oc2ccc(NC(=O)Cc3ccccc3)cc2C(=O)N([C@@H](C)CO)C[C@@H]1C | / | -8.9
CCC(=O)NC1Cc2ccccc2C(c2ccccc2)C1 (stereo not drawn) | / | 0.3
CCC(=O)Nc1ccc2c(c1)C(=O)N(C)C[C@H](OC)[C@@H](C)CN(Cc1ccccn1)[C@@H](C)CO2 | -2 | 0.0
Cc1ccc(N(C(C)C(=O)Nc2ccccc2Cl)S(C)(=O)=O)cc1 (stereo not drawn) | -9 | 0.1
C[C@@H]1CN([C@H](C)CO)C(=O)c2cc(C#Cc3ccccc3)cnc2O[C@H]1CN(C)C(=O)c1ccccn1 | / | 0.5
CO[C@H]1CN(C)C(=O)c2cc(NS(C)(=O)=O)ccc2OC[C@H](C)N(C(=O)NC(C)C)C[C@@H]1C | -15 | /
CO[C@H]1CN(C)C(=O)c2cc(NS(=O)(=O)CC(F)(F)F)ccc2OC[C@H](C)NC[C@@H]1C | 9 | -0.3
O=C(N[C@@H]1CC[C@H](CCNS(=O)(=O)c2ccc(F)cc2)O[C@H]1CO)c1cccnc1 | 6 | 0.2
C/C(=C(/CCO)SSCC1CCCO1)N(C=O)Cc1cnc(C)nc1N (stereo not drawn) | / | 1.5
CCOc1cc(C)c(Cl)cc1S(=O)(=O)n1cnc2ccccc21 | 1 | 0.0
O=C(NCCN1CCOCC1)[C@@]1(Cc2ccccc2)N=C(c2ccc(OCCCO)cc2)O[C@H]1c1ccccc1 | 48 | /
C[C@H](CO)N1C[C@H](C)[C@H](CN(C)S(C)(=O)=O)Oc2ccc(NC(=O)Nc3ccc(F)cc3)cc2CC1=O | 11 | 1.6
CCCN(C)C[C@H]1Oc2cc(C#CC(C)C)ccc2S(=O)(=O)N([C@@H](C)CO)C[C@H]1C | / | -0.4
C/C=C/c1cnc2c(c1)C(=O)N([C@H](C)CO)C[C@H](C)[C@H](CN(C)C(=O)Cc1ccccc1)O2 | 20 | 0.5
COc1cccc(C(=O)Nc2ccc3c(c2)C(=O)N(C)C[C@@H](OC)[C@H](C)CN(C(C)=O)[C@@H](C)CO3)c1 | -4 | -0.3
CCCC#Cc1cnc2c(c1)C(=O)N([C@H](C)CO)C[C@H](C)[C@@H](CN(C)S(=O)(=O)c1cccc(OC)c1)O2 | -14 | /
Cc1nnc(SCc2cc(=O)[nH]c(Nc3nc(C)c4ccccc4n3)n2)s1 | 3 | 0.2
C[C@H]1CCCCO[C@@H](CN(C)Cc2ccc(C(=O)O)cc2)[C@@H](C)CN([C@@H](C)CO)C(=O)c2cc(NC(=O)c3ccccc3)ccc2O1 | / | 0.6
[N-]=[N+]=NCc1ccccc1C[C@@]1(C(=O)N2CCCCC2)N=C(c2ccc(OCCCO)cc2)O[C@@H]1c1ccccc1 | 9 | /
O=C(C[C@@H]1CC[C@@H](NC(=O)Nc2ccccc2)[C@H](CO)O1)NCc1ccccn1 | -2 | 0.4
C[C@@H]1CN([C@H](C)CO)C(=O)c2cc(NC(=O)Cn3cnnn3)ccc2O[C@@H]1CN(C)Cc1ccncc1 | -6 | 2.1
CC(C)NC(=O)N(C)C[C@@H]1Oc2cc(-c3ccncc3)ccc2S(=O)(=O)N([C@H](C)CO)C[C@@H]1C | -7 | 2.9
COc1ccccc1-c1cc(-c2ccccc2)nc(SCC(N)=O)c1C#N | 7 | -0.6
C[C@H](CO)N1C[C@H](C)[C@@H](CN(C)C(=O)NC2CCCCC2)Oc2c(cccc2N(C)C)C1=O | -2 | 0.8
C#Cc1ccc([C@@H]2C=C(C(=O)Nc3ccccc3)O[C@H](OCC)[C@H]2CCCO)cc1 | 6 | /
CCC(=O)Nc1ccc2c(c1)C(=O)N(C)C[C@@H](OC)[C@@H](C)CN(C(=O)Cc1cccnc1)[C@H](C)CO2 | 6 | -0.1
CNC[C@@H]1Oc2c(NC(=O)Nc3ccc(OC)cc3)cccc2C(=O)N([C@@H](C)CO)C[C@H]1C | -3 | /
C[C@H](NC(=O)C[C@@H]1C=C[C@@H](NC(=O)C2CCOCC2)[C@@H](CO)O1)c1ccccc1 | 6 | 0.2
CC(C)CC#Cc1ccc2c(c1)O[C@H](CN(C)Cc1ccc(F)cc1)[C@H](C)CN([C@@H](C)CO)S2(=O)=O | / | -0.1
CO[C@H]1CN(C)C(=O)c2cc(NC(=O)c3nc4ccccc4s3)ccc2OC[C@@H](C)N(Cc2cccnc2)C[C@@H]1C | -6 | -0.6
O=C(NCC[C@H]1CC[C@@H](NS(=O)(=O)Cc2ccccc2)[C@H](CO)O1)C1CCCC1 | -4 | 0.0
COc1ccccc1NC(=O)N(C)C[C@@H]1OCc2ccccc2-c2ccccc2C(=O)N([C@H](C)CO)C[C@H]1C | 12 | /
C=CCNC(=O)[C@@H]1[C@H]2C(=O)O[C@H](c3ccccc3)[C@H](c3ccccc3)N2[C@H](c2ccc(O)cc2)[C@@]12C(=O)Nc1ccc(C#CC3(O)CCCCCC3)cc12 | -33 | /
C[C@H](CO)N1C[C@H](C)[C@@H](CN(C)C(=O)Nc2ccccc2)OCCCC[C@H](C)Oc2ccc(NC(=O)c3ccccc3)cc2C1=O | / | 2.3
COc1ccc(NC(=O)N(C)C[C@H]2Oc3ccc(NC(=O)CCC(F)(F)F)cc3CC(=O)N([C@@H](C)CO)C[C@H]2C)cc1 | 7 | /
CN(C)CCCNC(=O)C[C@H]1CC[C@@H](NC(=O)c2ccccc2F)[C@H](CO)O1 | 3 | 0.2
COc1ccccc1-c1cn(CC[C@H]2CC[C@@H](NC(=O)C3CCC3)[C@H](CO)O2)nn1 | 1 | 0.1
COc1ccc(S(=O)(=O)Nc2ccc3c(c2)C(=O)N([C@@H](C)CO)C[C@H](C)[C@@H](CN(C)S(=O)(=O)c2ccc(Cl)cc2)OCCCC[C@H](C)O3)cc1 | / | -0.9
C=CCOC(=O)[C@H]1[C@@H]2C(=O)O[C@@H](c3ccccc3)[C@@H](c3ccccc3)N2[C@@H](c2ccc(OCCOC(=O)[C@@H]3C[C@@H]4C(=O)N[C@@H](CC(C)C)C(=O)N4[C@@H]3c3cccc(OCCO)c3)cc2)[C@]12C(=O)Nc1ccc(I)cc12 | -13 | /
Cc1noc(C)c1NC(=O)Nc1cccc2c1O[C@H](CN(C)Cc1ccc(C(F)(F)F)cc1)[C@H](C)CN([C@H](C)CO)C2=O | 2 | 0.7
C[C@@H]1CN([C@H](C)CO)C(=O)Cc2cc(NC(=O)Nc3ccc(F)cc3)ccc2O[C@H]1CN(C)Cc1ccc(C(=O)O)cc1 | 10 | 3.7
C[C@@H]1CN([C@H](C)CO)C(=O)CCCn2cc(nn2)CO[C@H]1CN(C)C(=O)Nc1ccccc1 | 0 | /
CC(=O)N(C)C[C@H]1Oc2ncc(C#CC(C)(C)O)cc2C(=O)N([C@@H](C)CO)C[C@H]1C | 4 | -0.4
COc1cc2c(cc1OC)-c1cc(=Nc3c(C)cc(C)cc3C)n(C)c(=O)n1CC2 | 19 | 2.0
O=C(C[C@@H]1C[C@@H]2c3cc(NS(=O)(=O)c4ccc(F)cc4)ccc3O[C@@H]2[C@@H](CO)O1)NCc1ccccc1 | -5 | -0.4

# The list is partial, so the mix of outcomes need not match the whole.
